ERK EGF block – qHTS Assay for Inhibitors of the ERK Signaling Pathway using a Homogeneous Screening Assay; Stimulation with EGF. HEK293-V1b, EGF-stimulated phospho-ERK AlphaScreen. Potency, µM (highest dose often 11.5 µM), inactives show top-dose activity change, negative = inhibition, usual class: inhibitors. 130,000 tested, 0.41% active. AID 1454, 2008; active = well fitted inhibition curve with a large enough effect; inconclusive = small, poorly fitted or top-dose-only effect, or effect the other way;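 note: plate controls were stimulated vehicle wells for no effect and unstimulated vehicle basal for full effect; nearly all actives have a fitted effect of over 55% in size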
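Cell line HEK293 (stable V1b), low serum overnight. Pretreatment: compound 30 min, 37C. EGF 25 nM, 5 min. Detection: SureFire AlphaScreen, 5 h RT. AC50 via standard Hill equation.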
* = called active by the depositor; ? = inconclusive; & = joins results of further samples; [ ] = dose if it differs, or a comment. Potency is the fitted concentration of half-maximal effect. Not all compounds are listed (hit frequency here may not be typical).

molecule | ERK EGF block
COc1ccccc1NS(=O)(=O)c1cc(NC(=O)c2cnccn2)ccc1N1CCOCC1 | -0.1%[57.5 µM]
Cc1ccc(CN2CCN(CCC(C)C)C(CCO)C2)s1 (configuration not stated) | -0.3%
c1ccc(COc2ccc(OCCCN3CCCC3)cc2)cc1 | -0.8%
CCN(CC)c1ccc(NC(=O)COc2ccc(C#N)cc2)cc1S(=O)(=O)Nc1ccc(OC)cc1 | 8.7%
CCOC(=O)c1sc(NC(=O)CCCCl)nc1C | 1.1%
O=C(CCl)Nc1cn(-c2ccccc2)nc1-c1ccc(F)cc1 | 3.0%
Cc1cccc(NC(=O)c2ccc(NCCO)c([N+](=O)[O-])c2)n1 | -0.5%[57.5 µM]
Cc1ccc(Nc2nc(N3CCN(C)CC3)nc(N)c2[N+](=O)[O-])cc1C | 4.2%
O=C(Cn1cnc2ccccc2c1=O)Nc1ccc(N2CCOCC2)cc1 | 2.7%
Cc1nn(CC(=O)NCCc2ccc(Cl)cc2Cl)c(C)c1[N+](=O)[O-] | 16.7%
Cc1c(C(=O)OCC[N+]2(C)CCCCC2)oc2ccccc12 | 11.3%
Cc1cc(C)nc(N/N=C/C=C/c2ccccc2)n1 | -11.2%
COCCNC(=S)NNc1ccc(Cl)c(C(=O)O)c1 | 0.1%[57.5 µM]
O=C1c2ccccc2NC(c2cn[nH]c2-c2ccccc2)N1O (configuration not stated) | 12.4%
COCCCNc1nc(N)c([N+](=O)[O-])c(NCC2CCCO2)n1 (configuration not stated) | -8.6%[57.5 µM]
COc1ccc(CCn2c(-c3cc([N+](=O)[O-])cc([N+](=O)[O-])c3)nc3nc4ccccc4nc32)cc1 | 1.8%
CN(Cc1cccc2ncccc12)C(=O)CC1C(=O)NCCN1Cc1ccc(F)cc1 (configuration not stated) | 5.0%
Cc1ccc(S(=O)(=O)NC(C)(C)CSc2ncccn2)cc1 | 4.5%
C/C=C/c1ccc(OCCOc2ccc(C=O)cc2)c(OC)c1 | -3.1%
OCC(O)C(O)C(O)CO (configuration not stated) | 7.8%&4.0%
O=C(Cn1cncn1)N/N=C/c1cccnc1 | -8.4%[57.5 µM]
CC(=O)c1sc(NC(=O)c2cc(=O)c3ccccc3o2)nc1C | 6.5%
O=c1c2ccccc2nnn1Cc1ccccc1 | -1.0%[57.5 µM]
COc1cc(OC)c(N(C)S(=O)(=O)c2cccc(C(=O)Nc3nnc(C4CC4)s3)c2)cc1Cl | 1.1%[57.5 µM]
CC(C)(C)c1ccc(/C=N/NC(=S)NC2CCCCC2)cc1 | 6.2%
COc1ccc(C(CCN(Cc2ccc(OC)c(OC)c2)C(=O)CCl)c2ccccc2)cc1 (configuration not stated) | -3.1%
CCCCn1c(CN2CCN(c3cccc(Cl)c3)CC2)nc2c1c(=O)[nH]c(=O)n2C | 3.9%
COc1cc(/C=N/NC(=O)CSc2nc3ccccc3n2C)cc(OC)c1OC | -0.6%
Cc1ccc(C)c(NC(=O)CS(=O)(=O)c2cn(C)c3ccccc23)c1 | 6.8%
C=CCC1(CC=C)CCCN1C(=O)CC1C(=O)NCCN1Cc1cccc(OC)c1 (configuration not stated) | 0.5%

Sorted by molar mass (largest number first): some entries from above.
molecule | ERK EGF block
CCN(CC)c1ccc(NC(=O)COc2ccc(C#N)cc2)cc1S(=O)(=O)Nc1ccc(OC)cc1 | 8.7%
COc1ccc(C(CCN(Cc2ccc(OC)c(OC)c2)C(=O)CCl)c2ccccc2)cc1 (configuration not stated) | -3.1%
CCCCn1c(CN2CCN(c3cccc(Cl)c3)CC2)nc2c1c(=O)[nH]c(=O)n2C | 3.9%
CN(Cc1cccc2ncccc12)C(=O)CC1C(=O)NCCN1Cc1ccc(F)cc1 (configuration not stated) | 5.0%
COc1cc(/C=N/NC(=O)CSc2nc3ccccc3n2C)cc(OC)c1OC | -0.6%
Cc1nn(CC(=O)NCCc2ccc(Cl)cc2Cl)c(C)c1[N+](=O)[O-] | 16.7%
O=C(Cn1cnc2ccccc2c1=O)Nc1ccc(N2CCOCC2)cc1 | 2.7%
Cc1ccc(C)c(NC(=O)CS(=O)(=O)c2cn(C)c3ccccc23)c1 | 6.8%
Cc1ccc(S(=O)(=O)NC(C)(C)CSc2ncccn2)cc1 | 4.5%
O=C(CCl)Nc1cn(-c2ccccc2)nc1-c1ccc(F)cc1 | 3.0%
CC(=O)c1sc(NC(=O)c2cc(=O)c3ccccc3o2)nc1C | 6.5%
COCCCNc1nc(N)c([N+](=O)[O-])c(NCC2CCCO2)n1 (configuration not stated) | -8.6%[57.5 µM]
CC(C)(C)c1ccc(/C=N/NC(=S)NC2CCCCC2)cc1 | 6.2%
Cc1cccc(NC(=O)c2ccc(NCCO)c([N+](=O)[O-])c2)n1 | -0.5%[57.5 µM]
Cc1c(C(=O)OCC[N+]2(C)CCCCC2)oc2ccccc12 | 11.3%
CCOC(=O)c1sc(NC(=O)CCCCl)nc1C | 1.1%
Cc1cc(C)nc(N/N=C/C=C/c2ccccc2)n1 | -11.2%
O=C(Cn1cncn1)N/N=C/c1cccnc1 | -8.4%[57.5 µM]

Next records follow.
molecule | ERK EGF block
O=C(CNC(=O)c1ccc(F)cc1)N/N=C/c1ccc(O)c([N+](=O)[O-])c1 | 4.0%
CCC(C(=O)O)c1ccccc1 (configuration not stated) | 7.7%
O=C1CCCN1CCCNC(=S)Nc1ccccc1 | -12.7%[57.5 µM]
Cc1cccc(NC(=O)CNC(=O)COc2cc(F)ccc2[N+](=O)[O-])c1C | 0.4%
O=C(N/N=C\c1ccc(CNS(=O)(=O)c2ccc(Cl)cc2)o1)C(=O)Nc1ccc(Oc2ccccc2)cc1 | 4.4%
O=C(Cc1cccs1)N/N=C/C=C\c1ccco1 | 5.1%
Cc1ccc(NC(=O)C2CCN(S(=O)(=O)c3c(C)noc3C)CC2)cc1C | -5.9%
C=CCN1C(=O)CSc2ccc(C(=O)NCc3cccs3)cc21 | 7.1%
O=C(NCCCn1ccnc1)C(=O)NCC1OCCN1S(=O)(=O)c1ccc2c(c1)OCCO2 (configuration not stated) | -9.2%[57.5 µM]
COc1cc(OC)cc(C(=O)N[C@H](C(=O)OCC(=O)Nc2ccc(F)c(F)c2F)C(C)C)c1 | 0.9%
CCOC(=O)Nc1cccc(NC(=O)c2cc(OC)cc(OC)c2)c1 | 7.9%
Cc1cc(NC(=O)c2ccc(C#N)cc2)n(-c2ccccn2)n1 | 0.5%
COc1ccc(NC(=O)COC(C)=O)cc1OC | 7.1%
Oc1cccnc1CCc1ccccc1 | -4.4%
O=C(O)COc1ccc(NC(=O)c2ccc(NC(=O)c3ccco3)cc2)cc1 | 0.8%
COc1cc(N)n(S(=O)(=O)c2ccc(C)cc2)n1 | -1.2%[57.5 µM]
CCC(=O)NC(c1ccc(OC)c(OC)c1)c1cc(Cl)c2cccnc2c1O (configuration not stated) | -4.1%
CCC(C)c1ccc(OCc2ccc(C(=O)OC)o2)cc1 (configuration not stated) | 7.2%[57.5 µM]
CC1CCC(NC(=O)CN(C)S(=O)(=O)c2cccc3cccnc23)CC1 (configuration not stated) | -2.1%[57.5 µM]
Cc1cn2c(nc1=O)OC1CC2OC1CO (configuration not stated) | -0.6%[57.5 µM]
O=C(c1ccc(N2CCC3(CC2)OCCO3)c([N+](=O)[O-])c1)N1CCOCC1 | -9.3%
CSCCC(NC(=O)c1ccc(Cl)cc1)C(=O)OCC(=O)Nc1ccc(C#N)cc1 (configuration not stated) | -0.4%
CC[C@H](CO)NCCN[C@H](CC)CO | -3.7%[57.5 µM]
CC1CN(c2nnc(-c3ccccc3)c3ccccc23)CC(C)O1 (configuration not stated) | 0.4%
CCc1ccc(NC(=O)N2CCC(c3ccccc3)C2)cc1 (configuration not stated) | 0.1%
Clc1ccc(/C=N\Nc2ccccc2)cc1 | -4.4%[57.5 µM]
O=C(Nc1ccccc1)c1ccc(NCCN2C(=O)CCC2=O)c([N+](=O)[O-])c1 | -2.1%
CCOc1ccccc1NC(=S)N(CCCN1CCOCC1)Cc1cn(C)c2ccccc12 | 1.0%
COc1ccc(C(=O)Nc2ccc3nc(C)sc3c2)cc1OC | 2.4%
Cc1ccc(N(C)C(=O)C2CCCN2S(=O)(=O)c2cccc3nsnc23)cc1 (configuration not stated) | 4.8%[57.5 µM]
O=C(Nc1cccn(Cc2c(F)cccc2Cl)c1=O)NC1CCCCC1 | 0.9%
CCCCCCCC(=O)OC[C@H](CO)OC(=O)CCCCCCC | 5.3%
CC(C)(C)c1cc(C(=O)NNc2cc(C(F)(F)F)ccc2Cl)n(Cc2ccccc2)n1 | 11.2%[57.5 µM]
Cc1csc(=Nc2c(C)n(C)n(-c3ccccc3)c2=O)n1-c1ccccc1 | 6.7%
C/C(=N/NC(=O)CNC(=O)c1ccc2c(c1)OCO2)c1ccc2c(c1)CCCC2 | -1.8%
Cc1ccn2c(CNCCCn3cccn3)c(C(=O)N3CCCCCC3)nc2c1 | -8.1%
O=C1CCNc2c(Cl)cc(Cl)cc21 | 2.3%[57.5 µM]
CCNc1nc(NCC)nc(OCCOC(C)=O)n1 | 9.3%
Cc1cccc(NC(=S)NC(C)C(c2cccs2)N2CCN(C)CC2)c1C (configuration not stated) | 4.6%[57.5 µM]
COc1ccc(-c2cc(C(=O)NCCc3ccc(S(N)(=O)=O)cc3)c3ccccc3n2)cc1 | 31.2%
COCCNC(=S)N/N=C(\C)c1ccccc1F | 1.2%
COc1ccc(NC(=O)c2cccn(CC=C(C)C)c2=O)cc1 | -2.7%
Cc1cccc(NC(=O)Nc2nnc(-c3ccccc3)o2)c1 | -4.1%
CS(=O)(=O)N1CCN(C(=O)Cc2ccccc2Cl)CC1 | ?
CCCN(CCC)C(=O)CC(c1ccccc1)C1CCOC(C)(C)C1 (configuration not stated) | -10.7%
CCCCN(CCCC)CC(O)Cn1c2ccccc2c(=O)c2ccccc21 (configuration not stated) | 5.2%[57.5 µM]
CCc1nnc(NS(=O)(=O)c2ccc(NC(=O)c3ccco3)cc2)s1 | -10.8%[57.5 µM]
O=C(NC1CCC(O)CC1)c1cc(-c2ccco2)nc2ccccc12 (configuration not stated) | -5.5%
CN1CCC(=NNC(=O)CN(c2ccc(Oc3ccccc3)cc2)S(C)(=O)=O)CC1 | -0.4%
COc1cc(/C=C2\C(=O)NN(c3ccc(C)cc3)C2=O)cc([N+](=O)[O-])c1O | -9.4%
Cc1ccc(C2(CCNCc3ccc(N(C)C)cc3)CCOC(C(C)C)C2)cc1 (configuration not stated) | 0.6%
OCCCc1nc2n(n1)C(c1ccccc1)C=C(c1ccc(F)cc1)N2 (configuration not stated) | -3.3%
Cc1ccc(NC(=O)c2cc(=O)n(Cc3ccccc3)c(=O)[nH]2)cc1C | 3.3%
O=C(c1cc(COc2c(F)cccc2F)on1)N1CCC(c2ccccc2Cl)C1 (configuration not stated) | 16.4%
CC(C(=O)O)n1cnc2sc3c(c2c1=O)CCCC3 (configuration not stated) | -12.3%
CCOC(=O)C1=C(C)Nc2nc(C)nn2C1c1ccc(OCC)c(OC)c1 (configuration not stated) | -11.9%[57.5 µM]
CCCOc1ccc(/C=N/Nc2ccccn2)cc1OC | 8.8%
S=C(c1ccc(-c2ccccc2)o1)N1CCCCC1 | ?
COc1ccc(NC(=O)N2CC[C@@]3(CCCN(C(=O)c4ccncc4)C3)C2)cc1 | -9.1%
COC(=O)/C=C1\SC(N)=NC1=O | -3.6%[57.5 µM]

(more compounds)
molecule | ERK EGF block
COc1cc2[nH]c(Cl)c([N+](=O)[O-])c2cc1OC | -0.6%[57.5 µM]
CC(C)Cn1c(N)c(C(=O)CSc2nc3ccccc3c(=O)n2CCCN2CCOCC2)c(=O)n(C)c1=O | 3.2%
CCCC(=O)Nc1cccc(C(=O)Nc2ccccc2OCC)c1 | 2.6%
CC[C@@H](C)C(NC(=O)OC(C)(C)C)c1cn([C@@H](Cc2cc3ccccc3[nH]2)C(=O)N2CCN(C(=O)OC(C)(C)C)CC2)nn1 (some centres not stated) | -2.6%[57.5 µM]
Cc1cc(NC(=O)CSc2nc3ccccc3n2CC(C)C)no1 | -17.4%
CCC(C)[C@H](NC(=O)N1CCN(C)CC1)C(=O)OC (some centres not stated) | 0.9%
CCCCOC(=O)c1sc2nc(N3CCOCC3)c3c(c2c1N)CC(C)(C)OC3 | -2.4%[57.5 µM]
COCCCNC(=S)N1CCN(S(=O)(=O)c2ccc(OC)cc2)CC1 | -4.1%
Cc1ccc(C(=O)C[n+]2ccc(-c3nnc4n3CCC4)cc2)cc1 | -9.3%
CCC1CCC2(CC1)SCC(=O)N2c1ccccc1 (configuration not stated) | 12.8%[57.5 µM]

Screening data from PubChem BioAssay.
